High-throughput results deposited in PubChem BioAssay by several laboratories.
pPAFAH inh: inhibitors of human plasma PAF acetylhydrolase (pPAFAH) | Q13093 | recombinant pPAFAH, FP-rhodamine probe fluorescence polarization | inhibition, % at 3.39 µM | hit rate 1.5% among 330,000;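 active = inhibition above the mean inhibition across the screen plus 3 SD, cut at about 25% in these data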;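 note: inhibitors block binding of the rhodamine activity-based probe so polarization drops; 0% = enzyme with DMSO and 100% = wells lacking pPAFAH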
Target sequence (Q13093 whole entry, looked up): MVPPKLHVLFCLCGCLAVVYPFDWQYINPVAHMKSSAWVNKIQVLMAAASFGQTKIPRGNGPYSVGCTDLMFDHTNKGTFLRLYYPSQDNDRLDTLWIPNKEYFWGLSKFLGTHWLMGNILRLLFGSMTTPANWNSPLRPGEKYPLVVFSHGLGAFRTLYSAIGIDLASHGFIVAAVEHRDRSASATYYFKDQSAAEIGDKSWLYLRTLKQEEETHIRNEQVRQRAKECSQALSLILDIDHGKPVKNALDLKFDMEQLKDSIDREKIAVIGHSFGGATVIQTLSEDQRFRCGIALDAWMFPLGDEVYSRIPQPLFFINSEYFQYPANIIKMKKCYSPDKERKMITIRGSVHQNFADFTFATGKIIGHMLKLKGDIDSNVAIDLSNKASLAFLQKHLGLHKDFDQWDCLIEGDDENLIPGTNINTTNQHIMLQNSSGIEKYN
MCL1-BIM inh: MCL1-BIM-BH3 interaction inhibition (human) | GST-MCL1 / FITC-Bim-BH3 fluorescence polarization | inhibition, % at 10.9 µM | hit rate 0.68% among 320,000 | AID 2057;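 active = inhibition above the mean inhibition of all tested compounds plus 3 SD, set per campaign, cut at about 40% in these data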;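 note: 0% = DMSO wells and 100% = unlabeled Bim-BH3 peptide control; higher means more loss of mP so more displacement of Bim peptide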
PME-1 primary: PME-1 (human) inhibition. AID 2130. Q9Y570. hit rate 0.53% among 320,000. recombinant PME-1, FP-Rh probe fluorescence polarization. inhibition, % at 5.9 µM;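 active = inhibition above the campaign mean of all compounds plus 3 SD, cut at about 26% in these data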;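 note: competitive labeling of PME-1 active site by serine hydrolase directed probe; 0% = PME-1 with DMSO and 100% = wells lacking PME-1 enzyme; inhibitors block probe labeling so polarization falls and inhibition rises; many of its hits are not listed in these tables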
MEX-5 binding: C. elegans MEX-5 TCR-2 RNA binding activity; activity score (negative = inhibition of binding), % at 10 µM; hit rate 0.38% among 300,000; MEX-5/FITC-TCR2 RNA binding, fluorescence polarization; active compounds read low; AID 1832;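 active = inhibition past about -25% in most replicates, and total fluorescence under double the plate's negative control median, limit read from the data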;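 note: 0% = DMSO and -100% = 5 µM competing unlabeled TCR2 RNA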
Target sequence (Q9XUB2 whole entry, looked up): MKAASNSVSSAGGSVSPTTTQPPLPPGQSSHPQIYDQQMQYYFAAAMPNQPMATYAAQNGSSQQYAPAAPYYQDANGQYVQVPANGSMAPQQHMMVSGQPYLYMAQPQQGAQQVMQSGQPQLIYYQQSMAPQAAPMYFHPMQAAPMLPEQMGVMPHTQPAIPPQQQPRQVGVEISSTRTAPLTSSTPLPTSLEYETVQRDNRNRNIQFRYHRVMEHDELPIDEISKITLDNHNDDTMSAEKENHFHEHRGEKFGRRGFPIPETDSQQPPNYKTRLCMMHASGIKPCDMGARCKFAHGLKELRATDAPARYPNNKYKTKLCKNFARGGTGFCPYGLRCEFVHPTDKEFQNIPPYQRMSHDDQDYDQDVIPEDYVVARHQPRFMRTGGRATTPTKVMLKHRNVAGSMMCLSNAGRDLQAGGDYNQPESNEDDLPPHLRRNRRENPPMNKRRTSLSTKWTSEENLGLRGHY
Fam108B counter: blocks mouse Fam108B hydrolase in RBBP9 counter-screen; recombinant Fam108B, FP-Rh probe fluorescence polarization; AID 1947; inhibition, % at 9.51 µM; hit rate 0.33% among 300,000;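 active = inhibition above the screen mean inhibition plus 3 SD, computed separately per campaign, cut at about 18% in these data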;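 note: inhibitors lower polarization as less probe binds the enzyme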
PAFAH1B2 inh: inhibitors of human PAFAH1B2; P68402; recombinant PAFAH1B2, FP-rhodamine activity probe, fluorescence polarization; inhibition, % at 3.39 µM; hit rate 1.2% among 340,000; AID 492953;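 active = inhibition above the mean of all tested compounds plus 3 SD, cut at about 24% in these data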;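 note: 0% = enzyme with DMSO and 100% = wells lacking PAFAH1B2; many of its hits are not listed in these tables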
AHR activator: activators of human aryl hydrocarbon receptor | P35869 | AHR-responsive luciferase reporter cells, luminescence | activation, % at 5 µM | hit rate 2.5% among 320,000; in the data active = activation above about 47%;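 note: 0% = vehicle wells and 100% = reference agonist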
GLD-1 RNA inh: GLD-1-TGE RNA interaction inhibition (C. elegans). purified GLD-1 + fluorescein TGE RNA, fluorescence polarization. inhibition, % at 5.96 µM. hit rate 0.44% among 320,000. AID 2280;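 active = percent inhibition above a per-plate cutoff, the plate mean of test compounds plus 3 SD, cut at about 30% in these data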;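 note: 0% = DMSO wells with GLD-1 and probe and 100% = wells lacking GLD-1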
Bcl-xL primary: inhibitors of human Bcl-xL | AID 2129 | inhibition, % at 10.9 µM | hit rate 0.7% among 320,000 | GST-Bcl-xL / FITC-Bim BH3 peptide fluorescence polarization | Q07817;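 active = inhibition above the mean of all tested compounds plus 3 SD, cutoff set per campaign, cut at about 30% in these data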;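 note: 0% = DMSO wells and 100% = unlabeled Bim-BH3 peptide competitor; inhibitors lower millipolarization by displacing the labeled peptide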
Numbers without * were called inactive; nt = not tested or not shown. This is a subset (hit frequency here may not be typical).

SMILES	pPAFAH inh	MCL1-BIM inh	PME-1 primary	MEX-5 binding	Fam108B counter	PAFAH1B2 inh	AHR activator	GLD-1 RNA inh	Bcl-xL primary
Cc1ccc(S(=O)(=O)N(C)CCCC(=O)Nc2ccc(C)cc2C)cc1	0	9	5	-0.6	1	-2	1	1	1
CCOC(=O)N1CCN(CC(=O)Nc2cc3c(cc2C(C)=O)OCO3)CC1	1	-5	-6	3.6	0	8	1	-1	-3
O=C(COc1ccc(-c2nnco2)cc1)Nc1c(Cl)cccc1C(F)(F)F	2	-8	7	2.7	3	1	-1	-1	-6
COc1ccc(-c2cnc3c(-c4ccc(F)cc4)cnn3c2N)cc1	-1	6	-2	-1.7	3	0	6	4	7
Cc1cc(NC2CCCCC2)nc2ccccc12	1	-1	3	4.2	0	-2	28	3	3
O=S1(=O)N=C2CCCCCN2C(c2ccc(Br)cc2)N1 (stereo unspecified)	2	3	0	2.8	-2	2	-2	3	2
COCCN(C(=O)CCC(=O)Nc1nccs1)C(C(=O)NCCC(C)C)c1ccc(OC)cc1 (stereo unspecified)	-2	7	-4	0.1	3	-1	-1	9	6
O=C(NCCCc1ccccc1)c1ccc(Br)o1	3	6	-2	-2.2	0	3	0	6	5
Cc1cc(C)n(C/C=C/Cn2nc(C)cc2C)n1	4	3	-1	-0.9	14	2	-5	-3	4
COc1ccc(-c2noc(CN(Cc3nccn3C)C(C)C)n2)cc1	-2	2	6	1.8	-3	3	2	-3	1
CCCC(C)NC(=O)CSc1nc(-c2ccccc2)cn1N (stereo unspecified)	-1	5	3	0.5	-1	7	1	3	0
Cc1ccc(S(=O)(=O)Nc2cccc(C(=O)NCCCN3CCOCC3)c2)cc1F	2	5	3	-1.0	-1	4	-1	-2	2
CCCCNC(=O)CS(=O)Cc1nc(-c2cccc(C)c2)oc1C (stereo unspecified)	4	0	-6	-0.4	-4	2	3	2	-1
O=C1N[C@@H](Cc2ccccc2)C(=O)N2[C@H]1C[C@]1(Br)c3ccccc3N(S(=O)(=O)c3ccccc3)[C@H]21	2	6	4	-3.7	4	5	8	-5	10
Cn1ncc(Br)c1C(=O)NC1C2CC3CC(C2)CC1C3 (stereo unspecified)	-4	8	-5	0.6	-4	2	5	4	3
COc1cc(C)c(CN2CCN(c3ncccn3)CC2)cc1C	4	3	2	1.0	0	nt	-1	7	6
N#CCCN(C(=O)COC(=O)c1ccc2c(c1)NC(=O)CS2)c1ccc2c(c1)OCCO2	4	1	11	1.6	3	-4	0	8	2
Cc1cccc(N2CCN(C(=O)c3ccc(S(=O)(=O)N(C)c4ccccc4)cc3)CC2)c1C	5	nt	nt	nt	nt	3	-3	-3	nt
O=C(CSc1ncn[nH]1)c1cccc([N+](=O)[O-])c1	1	17	-16	0.6	-1	-3	1	3	10
Cc1ccc(CNC(=O)c2cc(C3CC3)nc3c2cnn3C(C)C)cc1	4	-6	8	nt	nt	0	1	2	0
CS(=O)(=O)N(Cc1ccc(Cl)cc1)c1ccc(C(=O)Nc2cccnc2)cc1	1	5	-1	1.7	-4	0	1	-1	2
Cc1cccc(NC(=O)Cn2nnc(C(=O)NCc3ccco3)c2N)c1	4	1	0	2.3	0	2	7	6	2
Cc1ccccc1-c1noc(CNC(=O)COc2ccccc2)n1	4	3	4	1.5	0	1	10	-2	3
COc1cc2nc3occc3c(OC)c2cc1OC	2	8	-3	0.6	1	6	-10	0	0
C#CCSc1nnc(CSc2nc3ccccc3s2)n1-c1ccccc1	9	-5	7	1.8	-1	5	13	-5	1

Some of the entries so far, with values under each structure:
Every second line gives: pPAFAH inh	MCL1-BIM inh	PME-1 primary	MEX-5 binding	Fam108B counter	PAFAH1B2 inh	AHR activator	GLD-1 RNA inh	Bcl-xL primary
> Cc1ccc(S(=O)(=O)N(C)CCCC(=O)Nc2ccc(C)cc2C)cc1
  0	9	5	-0.6	1	-2	1	1	1
> CCOC(=O)N1CCN(CC(=O)Nc2cc3c(cc2C(C)=O)OCO3)CC1
  1	-5	-6	3.6	0	8	1	-1	-3
> O=C(COc1ccc(-c2nnco2)cc1)Nc1c(Cl)cccc1C(F)(F)F
  2	-8	7	2.7	3	1	-1	-1	-6
> COc1ccc(-c2cnc3c(-c4ccc(F)cc4)cnn3c2N)cc1
  -1	6	-2	-1.7	3	0	6	4	7
> Cc1cc(NC2CCCCC2)nc2ccccc12
  1	-1	3	4.2	0	-2	28	3	3
> O=S1(=O)N=C2CCCCCN2C(c2ccc(Br)cc2)N1 (stereo unspecified)
  2	3	0	2.8	-2	2	-2	3	2
> COCCN(C(=O)CCC(=O)Nc1nccs1)C(C(=O)NCCC(C)C)c1ccc(OC)cc1 (stereo unspecified)
  -2	7	-4	0.1	3	-1	-1	9	6
> O=C(NCCCc1ccccc1)c1ccc(Br)o1
  3	6	-2	-2.2	0	3	0	6	5
> Cc1cc(C)n(C/C=C/Cn2nc(C)cc2C)n1
  4	3	-1	-0.9	14	2	-5	-3	4
> COc1ccc(-c2noc(CN(Cc3nccn3C)C(C)C)n2)cc1
  -2	2	6	1.8	-3	3	2	-3	1
> CCCC(C)NC(=O)CSc1nc(-c2ccccc2)cn1N (stereo unspecified)
  -1	5	3	0.5	-1	7	1	3	0
> Cc1ccc(S(=O)(=O)Nc2cccc(C(=O)NCCCN3CCOCC3)c2)cc1F
  2	5	3	-1.0	-1	4	-1	-2	2

Next compounds:
SMILES	pPAFAH inh	MCL1-BIM inh	PME-1 primary	MEX-5 binding	Fam108B counter	PAFAH1B2 inh	AHR activator	GLD-1 RNA inh	Bcl-xL primary
CC1(C)Cc2c(sc3nc4n(-c5ccccc5)cnn4c(=O)c23)CO1	8	1	1	1.0	1	-1	0	-6	-2
COc1ccc(Cl)cc1C(=O)NCC(C)C	1	-3	-2	2.1	-2	0	-2	0	0
Cc1ccnc(NC(=O)c2cc(F)c(F)cc2Cl)n1	0	-1	4	-1.9	1	6	2	-1	-4
COc1cc2c(cc1OC)C(=O)N1[C@H]3c4cc(C)ccc4OC[C@@H]3[C@H](c3ccccc3)[C@]1(C)C(=O)N2	6	nt	nt	nt	nt	5	0	4	nt
CCCCCc1cc(=O)oc2c(C(CCN3CCCCC3)c3ccc4c(c3)OCO4)c(OC)cc(OC)c12 (stereo unspecified)	1	-1	3	-2.1	0	5	2	-1	-4
CCC1Oc2ccccc2N(CC(=O)Nc2ccc(OC)cc2OC)C1=O (stereo unspecified)	-2	-1	0	1.4	3	4	3	2	-1
COc1ccc2c(c1)CC[C@@H]1[C@@H]2CC[C@]2(C)[C@@H](C(C)=O)C[C@@H]12	2	6	-5	0.2	5	4	-4	1	5
NNC(=S)NC1CCS(=O)(=O)C1 (stereo unspecified)	-6	-6	6	1.9	1	nt	4	2	-1
O=C(CSc1ncnc2nc[nH]c12)c1ccc2ccccc2c1	-3	4	-2	-2.7	-5	1	11	3	2
CCn1nc(C(=O)OCC(=O)Nc2nc(-c3ccc(OC)cc3)cs2)c2ccccc2c1=O	2	-1	-1	1.0	-4	-2	3	0	2
Cc1ccc(S(=O)(=O)N2CCN(c3ccccc3)CC2)cc1C(=O)NC1CCCCC1	4	-5	-1	-0.4	-3	4	-2	3	4
COc1ccccc1CCNC(=O)CSc1nnc2ccc(-c3ccncc3)nn12	2	-3	2	-0.5	-1	6	1	4	4
COc1ccc(-c2csc(NC(=O)c3ccc(S(C)(=O)=O)cc3)n2)cc1	-13	-4	-4	-0.7	-4	1	20	0	-2
Cc1cccc(C(=O)N2CCCC(Nc3ccc(C(C)C)cc3)C2)n1 (stereo unspecified)	4	8	5	-2.6	2	4	24	4	-1
Cc1cccc(/C(N)=N/OC(=O)c2ccco2)c1	3	-5	-7	-1.7	-4	-3	-2	-2	-1
S=C(NCc1ccccn1)Nc1ccc(Cl)cc1	6	9	4	-1.0	1	2	21	-5	8
CN1CCN(C(=O)c2cc(COc3c(F)cccc3F)on2)CC1c1ccccc1 (stereo unspecified)	5	0	4	2.3	1	4	1	6	4
CCC(C)NC(=O)COC(=O)c1cc([N+](=O)[O-])ccc1Sc1nc(C)cs1 (stereo unspecified)	-4	0	-3	-0.8	-1	4	1	-2	-1
Cc1ccc([N+](=O)[O-])cc1NC(=O)C(C)NS(=O)(=O)c1ccc(F)cc1 (stereo unspecified)	3	-3	4	2.9	-1	3	5	0	-1
CC(C)NC(=O)c1ccccc1-c1ccccc1	0	0	-7	-0.1	5	1	0	0	7
Cc1n[nH]c(C)c1CCC(=O)N/N=C/C=C/c1ccccc1	3	0	-2	1.8	0	1	24	-1	-1
C/C(=N\Nc1ccc(C(F)(F)F)cn1)c1ccncc1	0	3	2	0.5	-7	3	29	-1	6
COc1ccc(-n2c(=O)[nH]c3cc(C(=O)NCCc4ccccc4)ccc3c2=O)cc1OC	3	2	-3	0.4	2	-3	-3	0	6
CC(NC(=O)CNC(=O)c1ccccc1F)c1ccc(-n2ccnc2)cc1 (stereo unspecified)	-1	-2	-2	nt	nt	-1	-1	5	2
CC(C)CNC(=O)c1cccc(C(=O)NCC(C)C)c1	1	-7	-2	-1.4	-4	3	1	5	-3
Continued:
SMILES	pPAFAH inh	MCL1-BIM inh	PME-1 primary	MEX-5 binding	Fam108B counter	PAFAH1B2 inh	AHR activator	GLD-1 RNA inh	Bcl-xL primary
O=C(N/N=C/c1cc([N+](=O)[O-])cc([N+](=O)[O-])c1O)C(O)(c1ccccc1)c1ccccc1	7	14	6	nt	nt	4	3	3	7
Cc1noc(C)c1S(=O)(=O)N1CCC(C(=O)NCCCN2CC(C)CC(C)C2)CC1 (stereo unspecified)	6	-3	7	1.7	3	2	3	-1	2
Nc1c(C(=O)N2CCOCC2)sc2nc3c(cc12)CCC3	4	-3	4	nt	-3	1	33	-3	2
C[C@@H]1CN([C@@H](C)CO)C(=O)c2cc(NS(=O)(=O)c3cccs3)ccc2O[C@H]1CN(C)Cc1ccc(C(F)(F)F)cc1	27*	nt	nt	nt	nt	5	-1	7	nt
c1ccc(N2CCN(c3cnccn3)CC2)nc1	1	12	-6	-1.7	-1	-8	0	1	6
C=CCn1c(SCCC#N)nnc1-c1ccncc1	9	5	-1	-0.5	-1	7	-2	0	3
COc1ccc(C2SCC(=O)N2c2c(C)n(C)n(-c3ccccc3)c2=O)c(OC)c1 (stereo unspecified)	-1	-1	-5	-0.6	-1	4	-1	11	2
Cc1ccc2[nH]c(-c3ccccc3)c(CN3CCN(C)CC3)c(=O)c2c1	1	-2	-1	0.7	-5	0	6	11	2
Nc1nonc1-n1nnc(C(=O)N/N=C/c2cccc(Cl)c2)c1CN1CCCC1	9	-4	7	-2.6	0	-2	0	1	2
Cc1c(NC(=S)NCc2ccc(F)cc2)cccc1[N+](=O)[O-]	-4	11	2	1.0	0	1	8	2	4
Cc1ccc2sc(C)[n+](CCCS(=O)(=O)[O-])c2c1	-3	21	-5	-1.0	5	2	1	2	13
